# Screening results: PubChem BioAssay, Broad Institute
# RAD54 inh: blocks human RAD54 Holliday junction branch migration. inhibition, % at 10.4 µM. FAM/BHQ fluorescence. AID 602329. Q92698. 360,000 tested, 0.14% active;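 active means mean normalized replicate activity at least 40 and at least half of replicates scoring 40 or more; inconclusive means only one of the two criteria met; inactive means mean below 40 and under half of replicates reaching 40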;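 further: 0% = median of neutral control wells and 100% = median of positive control wells; inhibitors cause a drop in the FAM fluorescence signal; in these data hits start at about 50%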
# miR-122 sensor: miR-122 inhibition in Huh7 cells; Huh7 miR-122 Renilla luciferase sensor, 48 h; neutral wells = 0, positive control = 100; activation (reporter increase), % at 12.5 µM; 340,000 tested, 0.3% active; AID 602342;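 active means mean replicate activation score at least 90 and every replicate individually at or above 90; inconclusive means only one of the two criteria met; inactive means neither criterion met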;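 further: higher luciferase means less miR-122 activity so hits act as miR-122 inhibitors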
# Cneo AK release: Cryptococcus neoformans lysis via adenylate kinase release | C. neoformans lysis, adenylate kinase release luminescence, 4 h; normalised: neutral wells 0, clomiphene wells 100 | lysis activity, % at 15 µM | 360,000 tested, 0.2% active;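 active means mean lysis activity across replicates of at least 80%, whatever share of replicates individually reach that level; inactive means mean lysis activity below 80%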
#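 Material – log-phase Cryptococcus neoformans yeast cells · Input – 5 × 10^6 yeast cells/mL · Medium – fresh YPD growth medium · Doses – single compound concentration per well · Timing – static 4 h at 37 °C with compound, 1 h detection · Detection – adenylate kinase release luminescence · Read-out – signal increase indicating cell lysis · Control set – Clomiphene as positive lysis control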
# PglD inh: blocks C. jejuni PglD acetyltransferase activity; purified PglD enzyme, DTNB colorimetric CoA detection; inhibition, % at 12.5 µM; 360,000 tested, 0.098% active; in the data active means inhibition above about 16%, passing the limit was not always enough; inconclusive means no clear call, values can overlap the other calls; further: strong numbers were not always called active
# ERAP1 inh: ERAP1 (human) enzyme inhibition | AID 652197 | inhibition, % at 10.7 µM | 340,000 tested, 0.15% active | recombinant ERAP1, Leu-AMC fluorescence, 60 min;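 active means mean replicate inhibition of at least 30%, or all replicates individually reaching that 30% level; inactive means mean below 30% and not every replicate reaching it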;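 further: 0% = neutral control wells and 100% = L-leucinethiol positive control wells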
# PGC1a acetyl inh: modulators of PGC1a acetylation; U2OS PGC1a acetylation, AlphaScreen anti-acetyl-lysine; with virally co-expressed GCN5 acetyltransferase; inhibition, % at 15.6 µM; 350,000 tested, 0.17% active; AID 651687;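 active means every replicate shows inhibition of at least 40%; inconclusive means mean inhibition at least 40% but some replicate below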;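 further: 0% = neutral control wells and 100% = positive control wells; some results beyond the cut were filed as inactive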
# E-selectin induc: E-selectin induction on HUVECs | P16581 | HUVEC E-selectin immunofluorescence imaging; normalized: neutral wells 0, TNF-alpha wells 100 | activation, % at 7.58 µM | 260,000 tested, 0.37% active | AID 686992;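 active means mean E-selectin-positive cell signal at least 10% of the positive control, reached in at least 60% of replicates, without over 20% cell loss; inconclusive means no rule given, readout overlaps actives, possibly toxicity-flagged; inactive means the rest, including those meeting only one limit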;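 further: in these data hits start at about 27%; measured in HUVEC primary endothelial cells; signal is the percent of cells scored E-selectin positive by PE staining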
# Target sequence (P16581 whole entry, looked up): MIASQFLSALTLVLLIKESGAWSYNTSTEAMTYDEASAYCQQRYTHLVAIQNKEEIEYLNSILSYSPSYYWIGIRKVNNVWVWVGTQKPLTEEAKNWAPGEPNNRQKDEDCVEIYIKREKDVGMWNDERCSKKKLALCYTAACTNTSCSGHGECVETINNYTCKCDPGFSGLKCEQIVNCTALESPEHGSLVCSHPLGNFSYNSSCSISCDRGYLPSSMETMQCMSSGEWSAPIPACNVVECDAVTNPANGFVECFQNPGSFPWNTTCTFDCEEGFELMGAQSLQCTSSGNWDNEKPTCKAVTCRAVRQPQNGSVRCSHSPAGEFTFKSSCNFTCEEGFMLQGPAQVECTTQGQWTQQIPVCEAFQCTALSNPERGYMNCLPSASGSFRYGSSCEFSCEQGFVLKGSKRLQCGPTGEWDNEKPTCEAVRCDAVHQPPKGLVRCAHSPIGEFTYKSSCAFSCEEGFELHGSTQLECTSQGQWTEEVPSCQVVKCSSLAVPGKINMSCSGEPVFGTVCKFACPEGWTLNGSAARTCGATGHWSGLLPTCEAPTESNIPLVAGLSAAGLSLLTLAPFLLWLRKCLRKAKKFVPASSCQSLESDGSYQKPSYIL
#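 Read-out: % PE-positive cells | Test system: HUVEC | Doses: One compound dose added by pin transfer | Buffer or medium: EGM-2 over gelatin coat | Signal: Immunofluorescence imaging | Benchmarks: TNF-alpha, DMSO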
# RAD52 inh: RAD52 (human) annealing inhibition | inhibition, % at 18.7 µM | P43351 | 360,000 tested, 0.46% active | recombinant RAD52 DNA annealing, FRET fluorescence;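 active means every replicate showing at least 50% inhibition; inconclusive means mean inhibition at least 50% but not in every replicate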
# Target sequence (P43351 whole entry, looked up): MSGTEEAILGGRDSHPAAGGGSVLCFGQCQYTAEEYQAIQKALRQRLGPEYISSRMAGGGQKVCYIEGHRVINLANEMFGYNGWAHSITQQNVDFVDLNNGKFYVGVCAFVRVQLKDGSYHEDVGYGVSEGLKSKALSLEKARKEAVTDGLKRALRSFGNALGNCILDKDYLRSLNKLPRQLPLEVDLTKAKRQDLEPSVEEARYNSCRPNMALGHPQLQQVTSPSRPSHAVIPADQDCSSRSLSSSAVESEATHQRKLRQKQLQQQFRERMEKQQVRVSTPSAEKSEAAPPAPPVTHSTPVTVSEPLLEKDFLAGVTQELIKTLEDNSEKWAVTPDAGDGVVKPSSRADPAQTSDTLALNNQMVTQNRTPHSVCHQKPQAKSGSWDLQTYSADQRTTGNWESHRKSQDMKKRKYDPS
# Starred values were filed as active, the others as inactive; ? = inconclusive; / = not tested or not shown; [ ] = remark or other dose.
1) Cc1ccc(-c2ccc(C(=O)NCc3ccc(Cl)cc3)o2)c2ccccc12
2) Nc1nc(SCC(=O)c2ccc(Cl)cc2)c2ncn(C3OC(CO)C(O)C3O)c2n1 (configuration not stated)
3) O=C(O)CSc1c(Cl)c(=O)oc2ccc(Cl)cc12
4) Cn1c(COc2ccc(Cl)cc2)nnc1SCC(=O)NC1CC1
5) C[C@H](CO)N1C[C@H](C)[C@@H](CN(C)C(=O)Nc2ccc3c(c2)OCO3)Oc2ccc(NC(=O)Cn3cnnn3)cc2CC1=O
6) O=C(C[C@@H]1C[C@H]2c3cc(NC(=O)Cc4ccncc4)ccc3O[C@H]2[C@@H](CO)O1)NCc1ccccn1
assay / entry | 1 | 2 | 3 | 4 | 5 | 6
RAD54 inh | 1 | 11 | 5 | 12 | 5 | 2
miR-122 sensor | -1 | 4 | / | / | -1[16.7 µM] | -2[16.7 µM]
Cneo AK release | -1 | -1 | -2 | 0 | -3 | -3
PglD inh | 1 | -3 | 3 | -3 | 1 | -3
ERAP1 inh | / | -3 | -1 | -6 | 0 | 1
PGC1a acetyl inh | / | / | 2 | / | 2 | 6
E-selectin induc | -0.2 | -0.6 | -0.1 | / | -0.5 | 0.1
RAD52 inh | -11 | -29 | -3 | -15 | 1 | 3

7) O=C(NCCCCNC(=O)c1ccc(Cl)s1)c1ccc(Cl)s1
8) O=C(OCC(=O)N1CCCc2ccccc21)c1ccc(F)c(S(=O)(=O)N2CCOCC2)c1
9) C[C@H]1CN([C@@H](C)CO)S(=O)(=O)c2ccc(C#CC3CCCC3)cc2O[C@H]1CN(C)C(=O)Nc1cc(F)ccc1F
10) COc1ccc(-c2cc(C(=O)N3CCN(c4ncccn4)CC3)c3ccccc3n2)cc1OC
11) O=[N+]([O-])c1cccnc1N1CCC(c2cc(-c3cccc(C(F)(F)F)c3)n[nH]2)CC1
12) COc1ccc(C)cc1NC(=O)CNC(c1ccccc1)c1ccc(C)cc1 (configuration not stated)
assay / entry | 7 | 8 | 9 | 10 | 11 | 12
RAD54 inh | 6 | -11 | 10 | -9 | 7 | 11
miR-122 sensor | -9 | / | 4[16.7 µM] | 2 | -2 | 1
Cneo AK release | -1 | 2 | 1 | -1 | -10 | 1
PglD inh | -2 | -1 | -3 | 5 | 2 | 4
ERAP1 inh | / | -1 | 4 | 3 | / | -2
PGC1a acetyl inh | 16 | / | -5 | 3 | / | /
E-selectin induc | / | / | -0.3 | / | / | 0.5
RAD52 inh | / | -16 | 9 | 3 | / | -14

13) CN1CCN(CCc2nc3cc(NC(=O)COc4ccccc4)ccc3n2C)CC1
14) COCC(=O)Nc1ccc2c(c1)[C@H]1C[C@@H](CC(=O)NCC(F)(F)F)O[C@@H](CO)[C@H]1O2
15) COc1ccc(C)cc1S(=O)(=O)N(CC(=O)N1CCOCC1)c1cc(C)cc(C)c1
16) Cc1ccc(OCc2ccc(C(=O)NN)o2)cc1C
17) COc1cccc(C(=O)Nc2ccc(C(=O)c3ccccc3)cc2)c1
18) Oc1ccc(C[C@H]2CNC(=S)N2C[C@H]2CCCN2C[C@H](Cc2ccccc2)N2C[C@H](Cc3ccc(O)cc3)N(CC3CCCCCC3)C2=S)cc1
assay / entry | 13 | 14 | 15 | 16 | 17 | 18
RAD54 inh | -18 | -1 | 5 | -12 | -5 | -5
miR-122 sensor | -2 | 3[16.7 µM] | 15 | 2 | 4 | 6
Cneo AK release | -5 | 47 | -1 | -4 | -6 | 2
PglD inh | 4 | -1 | -4 | 3 | -2 | -106
ERAP1 inh | / | -1 | -1 | 7 | 3 | /
PGC1a acetyl inh | -9 | -4 | -2 | 1 | 9 | -39
E-selectin induc | / | 0.2 | -1.1 | 0.2 | 3.7 | -0.7
RAD52 inh | / | -2 | -13 | -4 | -27 | -19

19) CO[C@H]1CN(C)C(=O)c2cc(NC(=O)c3nc4ccccc4s3)ccc2OC[C@H](C)N(Cc2ccncc2)C[C@H]1C
20) Cc1nonc1NC(=O)CSc1nc(C2CCCCC2)nc2ccccc12
21) C[C@@H]1CN([C@H](C)CO)S(=O)(=O)c2ccc(C#CC3CCCCC3)cc2O[C@@H]1CN(C)C(=O)Cc1ccncc1
22) COc1cc(Cl)ccc1OCc1cc(C(=O)N(C)Cc2nnc(C)o2)no1
23) Cc1ccc(NS(=O)(=O)c2ccc(-c3ccc(=O)[nH]n3)o2)cc1Cl
24) O=C(NCc1ccccc1)C(Cc1ccccc1)N1C(=O)C2C3CCC(C3)C2C1=O (configuration not stated)
assay / entry | 19 | 20 | 21 | 22 | 23 | 24
RAD54 inh | -1 | -9 | -4 | -8 | 4 | -3
miR-122 sensor | 4[16.7 µM] | 16 | -3[16.7 µM] | -1 | 15 | 18
Cneo AK release | 20 | 9 | -3 | -1 | 2 | -1
PglD inh | 0 | / | 4 | 8 | 1 | -6
ERAP1 inh | 0 | / | 1 | 1 | 1 | /
PGC1a acetyl inh | / | ? | -10 | 0 | 2 | /
E-selectin induc | / | / | 0.7 | 0.0 | / | /
RAD52 inh | 32 | / | -23 | -10 | -10 | /

25) CCCn1c(=O)c2c(nc3n2CCCN3Cc2ccccc2)n(C)c1=O
26) O=C(C1CCC(=O)N(C2CC2)C1)N1CCC(Oc2cccc(F)c2)CC1 (configuration not stated)
27) COc1ccc(-c2nnc(SCC(=O)Nc3ccc(C)cc3)n2C)cc1
28) COC(=O)CCCNC(=O)c1ccc(OS(=O)(=O)c2cc([N+](=O)[O-])ccc2C)cc1
29) CC(=O)N1CCN2C(=O)C1CCCC(=O)c1cc(C3CCCCC3)ccc12 (configuration not stated)
30) C[C@@H]1CN([C@H](C)CO)C(=O)c2cccc(NC(=O)Nc3ccc(C(F)(F)F)cc3)c2O[C@H]1CN(C)Cc1ccc(C(F)(F)F)cc1
31) COCCNc1c(-c2ccc(OC)c(OC)c2)nc2ccc(Cl)cn12
32) COc1ccc(C(=O)C2CCCN(Cc3cc(Cl)ccc3O)C2)c(OC)c1 (configuration not stated)
assay / entry | 25 | 26 | 27 | 28 | 29 | 30 | 31 | 32
RAD54 inh | 1 | 7 | 1 | 3 | -9 | -2 | 4 | 10
miR-122 sensor | -12 | / | -2 | 0 | -2 | 27[16.7 µM] | / | -9
Cneo AK release | -2 | 3 | 0 | / | -3 | -1 | -5 | -4
PglD inh | -5 | 0 | -4 | 1 | 0 | 3 | -1 | -1
ERAP1 inh | 2 | -1 | / | 2 | / | -3 | 3 | -1
PGC1a acetyl inh | 4 | / | -9 | -5 | -6 | 11 | / | 9
E-selectin induc | 0.0 | -0.4 | / | 1.9 | / | 0.8 | / | 1.2
RAD52 inh | -5 | -3 | / | 2 | / | -4 | -4 | -16

# Arranged by molecular weight (falling): 3 of the compounds above.
28) COC(=O)CCCNC(=O)c1ccc(OS(=O)(=O)c2cc([N+](=O)[O-])ccc2C)cc1
29) CC(=O)N1CCN2C(=O)C1CCCC(=O)c1cc(C3CCCCC3)ccc12 (configuration not stated)
26) O=C(C1CCC(=O)N(C2CC2)C1)N1CCC(Oc2cccc(F)c2)CC1 (configuration not stated)
assay / entry | 28 | 29 | 26
RAD54 inh | 3 | -9 | 7
miR-122 sensor | 0 | -2 | /
Cneo AK release | / | -3 | 3
PglD inh | 1 | 0 | 0
ERAP1 inh | 2 | / | -1
PGC1a acetyl inh | -5 | -6 | /
E-selectin induc | 1.9 | / | -0.4
RAD52 inh | 2 | / | -3

# A different layout for part of the listing above.
no. | Compound | RAD54 inh | miR-122 sensor | Cneo AK release | PglD inh | ERAP1 inh | PGC1a acetyl inh | E-selectin induc | RAD52 inh
16 | Cc1ccc(OCc2ccc(C(=O)NN)o2)cc1C | -12 | 2 | -4 | 3 | 7 | 1 | 0.2 | -4
17 | COc1cccc(C(=O)Nc2ccc(C(=O)c3ccccc3)cc2)c1 | -5 | 4 | -6 | -2 | 3 | 9 | 3.7 | -27
18 | Oc1ccc(C[C@H]2CNC(=S)N2C[C@H]2CCCN2C[C@H](Cc2ccccc2)N2C[C@H](Cc3ccc(O)cc3)N(CC3CCCCCC3)C2=S)cc1 | -5 | 6 | 2 | -106 | / | -39 | -0.7 | -19
19 | CO[C@H]1CN(C)C(=O)c2cc(NC(=O)c3nc4ccccc4s3)ccc2OC[C@H](C)N(Cc2ccncc2)C[C@H]1C | -1 | 4[16.7 µM] | 20 | 0 | 0 | / | / | 32
20 | Cc1nonc1NC(=O)CSc1nc(C2CCCCC2)nc2ccccc12 | -9 | 16 | 9 | / | / | ? | / | /
21 | C[C@@H]1CN([C@H](C)CO)S(=O)(=O)c2ccc(C#CC3CCCCC3)cc2O[C@@H]1CN(C)C(=O)Cc1ccncc1 | -4 | -3[16.7 µM] | -3 | 4 | 1 | -10 | 0.7 | -23
22 | COc1cc(Cl)ccc1OCc1cc(C(=O)N(C)Cc2nnc(C)o2)no1 | -8 | -1 | -1 | 8 | 1 | 0 | 0.0 | -10
23 | Cc1ccc(NS(=O)(=O)c2ccc(-c3ccc(=O)[nH]n3)o2)cc1Cl | 4 | 15 | 2 | 1 | 1 | 2 | / | -10
24 | O=C(NCc1ccccc1)C(Cc1ccccc1)N1C(=O)C2C3CCC(C3)C2C1=O (configuration not stated) | -3 | 18 | -1 | -6 | / | / | / | /
25 | CCCn1c(=O)c2c(nc3n2CCCN3Cc2ccccc2)n(C)c1=O | 1 | -12 | -2 | -5 | 2 | 4 | 0.0 | -5
26 | O=C(C1CCC(=O)N(C2CC2)C1)N1CCC(Oc2cccc(F)c2)CC1 (configuration not stated) | 7 | / | 3 | 0 | -1 | / | -0.4 | -3
27 | COc1ccc(-c2nnc(SCC(=O)Nc3ccc(C)cc3)n2C)cc1 | 1 | -2 | 0 | -4 | / | -9 | / | /
28 | COC(=O)CCCNC(=O)c1ccc(OS(=O)(=O)c2cc([N+](=O)[O-])ccc2C)cc1 | 3 | 0 | / | 1 | 2 | -5 | 1.9 | 2
29 | CC(=O)N1CCN2C(=O)C1CCCC(=O)c1cc(C3CCCCC3)ccc12 (configuration not stated) | -9 | -2 | -3 | 0 | / | -6 | / | /
